Compound activity from PubChem BioAssay.
FN deposit inh – inhibitors of fibronectin matrix deposition, primary screen, AH1F cells, Alexa488-fibronectin fluorescence, plate reader | AID 743247, 2014 | AH1F fibroblasts, overnight | inhibition, % at 12.6 µM | 350,000 compounds, 0.086% hits;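 active means mean inhibition across replicates of 30% or more, regardless of how many single replicates reach that level; inconclusive means mean under 30% yet at least half of replicates reach 30%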;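 further: positive control wells lacked labelled fibronectin entirely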
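Measured by – fluorescence 485/525 nm · System – AH1F fibroblast monolayer, labelled fibronectin deposition · Amount – 10000 cells per well · Buffer or medium – serum-reduced DMEM (2% serum) · Doses – single dose, pinned · Also added – fluorescent fibronectin at 24 nM final · Schedule – 1 h cell attachment, overnight exposure to compound and label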
DENV2 CPE rescue – inhibitors of DENV2 cytopathic effect, primary screen, cell-based, plate reader, single concentration | DENV2-infected cells, cytopathic effect rescue | CPE inhibition, % at 9.99 µM | 350,000 compounds, 1.7% hits | AID 651640, 2012; in the data active means CPE inhibition above about 20%, passing the limit was not always enough; inconclusive means no clear call, values can overlap the other calls; tested in BHK-21 cells;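 further: 0% = median of neutral control wells and 100% = median of positive control wells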
PAX8 inh HTS – inhibitors of PAX8-driven TPO luciferase reporter, primary screen, RMG-I cells, single concentration | 360,000 compounds, 1.2% hits | AID 652154, 2013 | inhibition, % at 12.6 µM | SteadyGlo, 24 h;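 active means mean replicate inhibition at least 60% with every replicate also reaching 60%; inconclusive means only one of the two criteria is met; inactive means mean below 60% and not all replicates reaching 60%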;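 further: luciferase light reporting Pax8 driven TPO promoter activity; plate controls were median of neutral control wells for no effect and mitoxantrone controls for full effect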
miR122 inh – miR-122 Renilla sensor signal increase in Huh7, primary screen, miR-122 inhibitor project, cell-based, single point, plate reader; Huh7 miR-122 Renilla luciferase sensor, 48 h; neutral wells = 0, positive control = 100; activation (reporter increase), % at 12.5 µM; 340,000 compounds, 0.3% hits; AID 602342, 2012;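 active means mean replicate activation score at least 90 and every replicate individually at or above 90; inconclusive means only one of the two criteria met; inactive means neither criterion met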;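 further: higher luciferase means less miR-122 activity so hits act as miR-122 inhibitors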
INS-1E GSIS act – GLuc luminescence reporter in INS-1E cells, primary screen for activators of glucose-dependent secretion of insulin; INS-1E GLuc reporter insulin secretion, 2-3 h; 370,000 compounds, 0.61% hits; AID 743287, 2014; activation, % at 16.6 µM;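 active means lowest replicate activation of at least 40%, so every replicate reaches that level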;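 further: 0% = median of neutral control wells and 100% = median of IBMX positive control wells; some compounds called inactive have numbers as strong as hits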
CFTR F508del cor – F508del CFTR correction, initial screen, CFBE line, single point; CFBE cells, YFP halide quenching; stimulated with forskolin plus potentiator P3; % fluorescence drop versus neutral controls; activity (quench increase), % at 7.58 µM; 350,000 compounds, 0.36% hits; AID 720511, 2013;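 active means mean added fluorescence quench of at least 8% versus neutral control, with both replicates also reaching 8%; inconclusive means only one of the mean or replicate conditions met; inactive means mean below 8% and not both replicates reaching 8%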;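 further: cells transiently co-express mutant CFTR-F508del with the halide-sensitive YFP; corrector assay measuring rescue of mutant channel to the surface after 24 h compound exposure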
EWS-Fli block – EWS/Fli-driven NR0B1 reporter inhibitors, primary screen, A673 cells, NR0B1 luciferase, luminescence, MLPCN library; AID 651661, 2012; inhibition, % at 12.6 µM; viability-normalised; 350,000 compounds, 0.67% hits;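 active means mean inhibition of at least 50% after viability correction, with every replicate also passing that limit; inconclusive means mean reaches 50% but only one of two replicates passes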;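 further: firefly luciferase signal divided by Alamar Blue viability fluorescence both relative to DMSO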
Starred values were filed as active, the others as inactive; u = inconclusive; x = not tested or not shown; [ ] = dose if it differs, or a comment.

SMILES	FN deposit inh	DENV2 CPE rescue	PAX8 inh HTS	miR122 inh	INS-1E GSIS act	CFTR F508del cor	EWS-Fli block
COc1cccc(CC(=O)NCC2(N3CCCCC3)CCCCC2)c1	8.7	-0.6	2.9	x	-2.0	0.0	5.9
O=C(NCc1ccccc1Cl)c1csc([C@@H]2O[C@H](CO)[C@H](O)[C@H](O)[C@H]2O)n1	7.4	1.8	1.2	1.3	4.0	-1.7	-0.4
O=C(Cc1ccc(NC(=O)C2CCN(C(=O)C3CCC3)CC2)cc1)Nc1ccc(C(=O)N2CCOCC2)cc1	0.4	-7.4	-34.4	-4.0	-13.7	-0.8	0.1
Cc1cc(=O)[nH]c(NN=Cc2c(Cl)cccc2Cl)n1	-0.4	7.1	-16.8	x	x	1.3	-21.3
Cc1ccc(C(=O)N2c3ccccc3NC(=O)C2C)cc1 (stereo not given)	4.4	-2.8	-16.6	x	17.0	-0.7	14.3
O=C(C1CCN(S(=O)(=O)N2CCC3(CC2)OCCO3)CC1)N1CCC(Cc2ccccc2)CC1	x	-4.1	x	4.5	-4.9	-2.8	11.8
CO[C@@H](CN(C)S(=O)(=O)c1ccc(F)cc1)[C@H](C)CN([C@H](C)CO)S(=O)(=O)c1cccc(Cl)c1	13.9	2.1	x	x	-13.4	-3.4	11.4
COC(=O)C(C)N1C(=O)S/C(=C\c2ccc(-c3ccc(C(=O)O)cc3C)o2)C1=O (stereo not given)	0.3	-2.1	-72.9	-11.4	-5.9	-2.6	-30.4
COc1ccc(Nc2ncnc3sc(-c4ccccc4)cc23)cc1	-4.0	x	-13.1	-4.5	x	x	x
CC(C)NC(=O)c1ccc(N(Cc2ccc(Cl)cc2)S(C)(=O)=O)cc1	5.6	-4.1	10.2	-0.6	17.2	-1.6	2.2
Cn1c2ccccc2c(=O)c2c(=O)n(-c3ccc(F)cc3)c(-c3cccs3)nc21	-5.7	1.3	-24.8	x	3.5	-32.1	-17.2
C[C@@H]1CN([C@@H](C)CO)C(=O)c2cc(NS(=O)(=O)c3ccc(F)cc3)ccc2O[C@H]1CN(C)Cc1ccc(-c2ccccc2)cc1	x	-3.3	x	-26.2[16.7 µM]	-13.1	-0.5	1.8
Cc1ccc(CNC(=O)C2CC3Cn4c(nc5cc(Cl)c(Cl)cc54)C3N2C)o1 (stereo not given)	1.6	6.2	-20.9	4.8	-13.7	2.5	-14.1
CN(C)C(=O)COc1ccc2ccc(=O)oc2c1	0.9	x	-7.6	8.2	x	x	x
COC(=O)c1ccc(NC(=O)CCS(=O)(=O)c2ccc(Br)cc2)cc1	21.0	-0.1	6.0	-10.0	9.0	-0.6	5.8
c1ccc(CNn2nnc3ccccc32)cc1	-4.9	3.2	-124.0	x	7.6	-2.2	-103.2
Cc1ccc(-c2cc(C(F)(F)F)nn2-c2ccc(S(N)(=O)=O)cc2)cc1	-5.9	2.0	5.1	-2.9	x	1.7	-2.6
Cc1cccc2cc(C#N)c(N3CCOCC3)nc12	4.9	u	-11.5	x	x	-3.3	6.6
CS(=O)(=O)NNC(=O)Cn1nnc(-c2cc(C(F)(F)F)cc(C(F)(F)F)c2)n1	-2.7	5.5	10.1	1.5	x	0.5	6.7
CCN(CC)C(=O)Cn1cc(C(=O)C(=O)N(C)C2CCN(C)CC2)c2ccccc21	7.9	-10.8	5.4	x	15.7	-1.4	x
CCC(=O)N1[C@@H](CO)[C@@H]2c3ccccc3N(C(=O)c3ccccc3F)C[C@@H]21	x	26.9*	-12.9	-12.6[16.7 µM]	4.4	-1.7	-6.0
Cc1ccc(S(=O)(=O)NCC[C@@H]2CC[C@@H](NC(=O)CC3CC3)[C@H](CO)O2)cc1	6.2	-0.7	12.0	x	6.7	-0.6	-4.3
Cc1nc2ccccc2nc1N1CCC(C)CC1	1.1	x	-6.8	-2.7	x	x	x
N#CC(c1ccccn1)c1ncc(C(F)(F)F)cc1Cl (stereo not given)	5.5	1.5	3.9	-4.2	3.6	1.5	-2.8
COc1ccccc1C(=O)NCC(=O)OCC(=O)Nc1nnc(-c2ccccc2)o1	-2.3	1.4	-5.2	-5.3	-9.2	-4.1	-3.3
Going on with the list.
SMILES	FN deposit inh	DENV2 CPE rescue	PAX8 inh HTS	miR122 inh	INS-1E GSIS act	CFTR F508del cor	EWS-Fli block
O=C(N/N=C\c1cccc(Cl)c1)c1n[nH]c2c1CCCC2	11.2	-6.4	-163.0	x	x	x	-28.8
Cc1[nH]c2ccccc2c1C(Nc1nccs1)c1ccncc1 (stereo not given)	4.7	x	5.5	-0.2	-5.7	x	x
COc1ccc(C(=O)C[n+]2cccc(C)c2)cc1	2.4	x	-14.8	x	15.7	x	x
CCOC(=O)C1CCN(C(=O)C2(NC(=O)Nc3ccc(F)cc3F)CCCCC2)CC1	0.8	4.5	16.2	0.6	-8.1	1.0	28.0
COCCCn1c(C)nnc1SCC(=O)NNC(=O)COc1ccc(Cl)cc1	0.5	1.3	-1.5	x	-2.9	-0.4	-9.6
C=CCN1C(=O)c2ccc(C(=O)N(CC)CC(=O)Nc3cc(Cl)ccc3C)cc2C1=O	-10.5	6.4	-10.2	-0.6	4.8	3.0	1.1
CN(CCc1ccccn1)Cc1ccc(Cl)cc1	x	x	x	-0.7	26.9	-1.4	-0.2
O=C(NCCCN1CCOCC1)C(=O)NCC1OCCN1S(=O)(=O)c1cc(F)ccc1F (stereo not given)	4.9	-3.7	-15.5	-4.5	-0.6	1.0	5.2
Cc1c(NC(=O)CN2c3ccccc3CC2C)c(=O)n(-c2ccccc2)n1C (stereo not given)	0.5	3.0	19.6	x	2.9	x	6.1
Cc1ccc(C(=O)OCC(=O)NCc2ccc3c(c2)OCO3)cc1S(=O)(=O)N1CCOCC1	4.3	-3.4	11.2	-13.1	12.2	-1.2	4.2
O=C(Nc1cc(Cl)ccc1N1CCOCC1)c1ccc(Br)o1	x	u	-8.4	x	3.9	-0.1	-3.4
Cc1c(Cl)cccc1NS(=O)(=O)c1ccc(-c2ccc(=O)[nH]n2)o1	-5.3	-0.1	13.5	6.4	4.3	1.9	1.5
COc1ccc(CCN2C(=O)C(C)=C(C)C2=O)cc1OC	-1.0	-5.1	4.5	-7.8	19.8	2.5	-1.4
COc1ccc(-c2csc(NC(=S)NC(=O)/C=C/c3ccco3)n2)cc1Br	-2.5	-3.6	14.4	-5.1	x	9.4*	37.1
CN(C)S(=O)(=O)Nc1ccc(Oc2ccccc2)cc1	x	0.1	x	3.2	-33.6	3.2	3.2
CN(C)CC#Cc1ccc([C@@H]2[C@@H](CO)N3CCCCN(C(=O)Nc4cc(F)ccc4F)C[C@@H]23)cc1	x	-9.6	19.7	0.0[16.7 µM]	3.8	3.4	0.3
COCCCNC(=O)c1ccc(CS(=O)(=O)c2ccccc2C)o1	2.6	-6.7	-10.6	-8.7	-8.9	-0.2	-3.4
O=C(Nc1ccccc1C(=O)NC1CC1)c1ccccc1F	-2.9	-0.9	-4.7	1.8	26.8	2.3	-4.7
CCOCCCN1CN(Cc2ccco2)CNC1=S	-6.8	-2.8	3.1	-1.8	8.5	1.5	-8.6
C[C@@H]1CN([C@H](C)CO)S(=O)(=O)c2ccc(C3=CCCCC3)cc2O[C@@H]1CN(C)C(=O)CN(C)C	9.8	-5.8	x	-21.7[16.7 µM]	18.1	2.7	2.4
COc1ccc(C2CC(c3ccccc3)=NN2C(=O)CSc2nnnn2-c2cccc(C)c2)cc1 (stereo not given)	7.5	-4.9	27.4	2.2	4.8	-1.1	8.2
CS/C(N)=N/C(=S)Nc1cccc(Cl)c1	-7.1	0.4	-74.1	x	x	3.1	-68.5
C[C@H](CO)N1C[C@H](C)[C@H](CN(C)C(=O)C2CCC2)Oc2ncc(/C=C/c3ccccc3)cc2C1=O	x	u	x	58.8[16.7 µM]	-25.8	-1.3	-4.5
COc1ccc(C)cc1S(=O)(=O)N(C)CC(=O)N1CCC(C(N)=O)CC1	-6.5	-5.6	-7.0	-4.8	6.0	2.0	-7.6
O=[N+]([O-])c1cccc(S(=O)(=O)Nc2ccc(S(=O)(=O)Nc3nccs3)cc2)c1	0.8	-1.1	6.8	x	-6.2	-2.3	-0.2
FC(F)C(F)(F)Oc1cccc(Nc2nccn3c(-c4cc(C(F)(F)F)cc(C(F)(F)F)c4)cnc23)c1	2.5	8.2	7.8	2.7	1.7	0.7	8.2
N#Cc1ccc(C(=O)Nc2cc(-c3ccc(F)cc3)nn2-c2ccccc2)cc1	-8.9	2.9	25.5	-2.0	-53.8	-0.6	-63.3
Cc1nc2scc(C)n2c(=O)c1S(=O)(=O)Nc1ccc(OC(F)(F)F)cc1	-13.6	9.7	-10.8	24.8	-35.7	-2.1	3.0
CCN(CC)CCCNC(=O)c1cn(C)c2ccc(S(=O)(=O)N(C)C)cc2c1=O	-9.3	2.3	-2.3	1.1	3.8	2.1	1.5
C[C@@H]1CN([C@H](C)CO)C(=O)c2cccc(NC(=O)C3CC3)c2O[C@@H]1CN(C)Cc1ccc(C(=O)O)cc1	x	11.2	-4.3	3.8[16.7 µM]	5.3	-1.2	-2.7

Filtered by structure: the entries above containing a furan ring, fused or not.
SMILES	FN deposit inh	DENV2 CPE rescue	PAX8 inh HTS	miR122 inh	INS-1E GSIS act	CFTR F508del cor	EWS-Fli block
COC(=O)C(C)N1C(=O)S/C(=C\c2ccc(-c3ccc(C(=O)O)cc3C)o2)C1=O (stereo not given)	0.3	-2.1	-72.9	-11.4	-5.9	-2.6	-30.4
Cc1ccc(CNC(=O)C2CC3Cn4c(nc5cc(Cl)c(Cl)cc54)C3N2C)o1 (stereo not given)	1.6	6.2	-20.9	4.8	-13.7	2.5	-14.1
O=C(Nc1cc(Cl)ccc1N1CCOCC1)c1ccc(Br)o1	x	u	-8.4	x	3.9	-0.1	-3.4
Cc1c(Cl)cccc1NS(=O)(=O)c1ccc(-c2ccc(=O)[nH]n2)o1	-5.3	-0.1	13.5	6.4	4.3	1.9	1.5
COc1ccc(-c2csc(NC(=S)NC(=O)/C=C/c3ccco3)n2)cc1Br	-2.5	-3.6	14.4	-5.1	x	9.4*	37.1
COCCCNC(=O)c1ccc(CS(=O)(=O)c2ccccc2C)o1	2.6	-6.7	-10.6	-8.7	-8.9	-0.2	-3.4
CCOCCCN1CN(Cc2ccco2)CNC1=S	-6.8	-2.8	3.1	-1.8	8.5	1.5	-8.6
